B2AR arrestin: recruits beta-arrestin to the human beta2-adrenergic receptor | beta-arrestin recruitment to beta2AR, cell-based reporter | Potency, µM (highest dose often 46.1 µM), for inactives: at the highest dose activation, usual class: activators | 330,000 compounds, 0.02% hits;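 also: potency is read from the fitted curve at half-maximal effect; 0% = DMSO controls and full agonism = EC100 isoproterenol or metaproterenol; nearly all actives have a fitted effect of over 65% in size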
Target sequence (P07550 whole entry, looked up): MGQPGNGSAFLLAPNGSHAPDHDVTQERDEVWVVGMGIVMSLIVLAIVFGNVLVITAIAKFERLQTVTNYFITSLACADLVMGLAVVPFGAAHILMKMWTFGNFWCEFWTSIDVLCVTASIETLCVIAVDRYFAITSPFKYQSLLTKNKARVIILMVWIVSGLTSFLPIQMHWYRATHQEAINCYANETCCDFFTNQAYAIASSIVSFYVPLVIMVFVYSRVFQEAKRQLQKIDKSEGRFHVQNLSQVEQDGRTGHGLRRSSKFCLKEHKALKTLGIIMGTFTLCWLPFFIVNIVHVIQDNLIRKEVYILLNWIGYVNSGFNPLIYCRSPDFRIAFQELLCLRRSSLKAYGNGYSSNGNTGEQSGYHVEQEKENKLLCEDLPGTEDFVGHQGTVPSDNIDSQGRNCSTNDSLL
uPA surface inh: inhibitors of cell surface uPA generation; Potency, µM (titrated, usually from 38.3 µM), without a hit: at the top dose activity change, negative = inhibition, most hits filed as inhibitors; cell surface uPA generation assay, qHTS; 330,000 compounds, 0.31% hits; active = well fitted inhibition curve with a large enough effect; inconclusive = small, poorly fitted or top-dose-only effect; inactive = no such curve, though single readings can be large or run the other way; tested in mouse RAW 264.7 cells; also: potency is read from the fitted curve at half-maximal effect; % is scaled to controls: 0 for no effect and ±100 for the full control effect; nearly all actives have a fitted effect of over 55% in size
TRPV1 agonist: human TRPV1 agonism; TRPV1-expressing cells, Fluo-8 calcium influx, agonist mode; Q8NER1; AID 540275; activation, % at 8.33 µM; 320,000 compounds, 0.19% hits; in the data active = activation above about 80%; inconclusive = between about 30% and that limit; also: 0% is about no effect
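TRPV1-expressing cells were cultured overnight at 35.5C and loaded with Fluo-8 calcium dye for 40 to 90 min at room temperature. After a 10 s baseline, compound was added and calcium influx was read kinetically for 3 min (ex 480/em 520 nm).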
ELG1 genotox: induces genotoxicity in HEK293T cells with luciferase-tagged ELG1; 330,000 compounds, 1.3% hits; HEK293T ELG1-luciferase reporter, luminescence, 16 h; Potency, µM (top dose mostly 46 µM), without a hit: at the highest dose activity change, positive = activation, most hits filed as activators; also: potency is read from the fitted curve at half-maximal effect; % of control where 0% means no effect; nearly all actives have a fitted effect of over 60% in size
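HEK293T cells expressing luciferase-tagged ELG1 were exposed to compound or DMSO vehicle for 16 hr at 37 °C and 5% CO2. Luciferase activity was then measured with ONE-Glo after 30 min at room temperature.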
Integrin act MD: activates integrin-mediated alleviation for muscular dystrophy. 350,000 compounds, 0.064% hits. Potency, µM (series often up to 38.3 µM), without a hit: at the highest dose activation, actives largely listed as activators. alpha7betagal myoblasts, beta-gal FDG fluorescence, 48 h;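 also: potency is read from the fitted curve at half-maximal effect; 100% = response of the positive control SU9516; nearly all actives have a fitted effect of over 60% in size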
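alpha7betagal+/- myoblasts (passage 13, 250/well) treated 48 h at 37C with compounds at 1:260 dilution of DMSO stock. Lysed, then beta-galactosidase activity read as FDG fluorescence (ex 480/em 540) after 30 min, with pre-read for autofluorescence.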
Eya2 inh: inhibitors of human Eya2 phosphatase activity; recombinant Eya2, OMFP fluorescence dephosphorylation (OMFP is methylfluorescein phosphate); Potency, µM (titrated, usually from 76.9 µM), for the others: at the top dose activity, negative = inhibition, hits mostly inhibitors; 330,000 compounds, 0.006% hits; AID 488837; also: potency is read from the fitted curve at half-maximal effect; % is scaled to controls: 0 for no effect and ±100 for the full control effect
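Eya2 (0.2 uM) preincubated 10 min at ambient with compound, then OMFP substrate added at 50 uM; 10 min reaction in 50 mM HEPES pH 7.5, 50 mM NaCl, 5 uM MgCl2, 0.05% BSA, 1 mM DTT. Fluorescence read at Ex 485/Em 525 nm.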
USP2a inh: USP2a (human) protease inhibition | USP2 core, Ub-CHOP2 coupled fluorogenic reporter, 485/531 | AID 463254 | 330,000 compounds, 0.01% hits | O75604 | Potency, µM (series often up to 38.3 µM), for the others: at the highest dose activity change, negative = inhibition, actives largely listed as inhibitors;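 also: potency is read from the fitted curve at half-maximal effect; plate controls were DMSO wells for no effect and full inhibition by NEM control for full effect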
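Deubiquitinase activity read as fluorescence (485/531 nm) after Ub-CHOP2 cleavage activates the enterokinase reporter on its substrate; USP2 core 10nM, Ub-CHOP2 and substrate 25nM each, 30min compound preincubation then 60min RT; data normalized to NEM, curves fitted.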
p53 reactivator: restores transcriptional activity of mutant p53; H1299 p53-A138V BP100-luciferase reporter, luminescence, 24 h; Potency, µM (doses to about 92.2 µM), for the others: top-dose activity change, positive = activation, hits mostly activators; 320,000 compounds, 0.063% hits; also: potency is read from the fitted curve at half-maximal effect; % of control where 0% means no effect; nearly all actives have a fitted effect of over 45% in size
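H1299 (p53-null), stable ts p53-A138V + BP100-Luc; 1000 cells/well, Opti-MEM/10% FBS; cpd 4 pt, 1:5; 24 h, 37 deg C, 5% CO2; detection reagent 10 min RT; luminescence.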
BRCA1 expr up: increases BRCA1 expression. 380,000 compounds, 1.1% hits. AID 624202. MCF7-BRCA1-FFLuc reporter, luminescence, 48 h; response scale: scaled: vehicle 0%, 10 µM genistein 100%. Potency, µM (titrated, usually from 46.1 µM), for the others: at the top dose activation, actives largely listed as activators; also: potency is read from the fitted curve at half-maximal effect; nearly all actives have a fitted effect of over 80% in size; some results filed as inactive show a strong effect at the top dose
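Cells: MCF7-BRCA1-FFLuc, 2000/well. Exposure: 48 h, 37 °C, 5% CO2. Read: luminescence, 15 min post-substrate. Controls: genistein 10 microM (maximal activation), DMSO (neutral).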
TSG101-PTAP inh: blocks PTAP/TSG101 interaction to inhibit HIV-1 budding; Q99816; Fluorescence polarization, FITC-PTAP peptide / Tsg101 binding; Potency, µM (highest dose often 115 µM), without a hit: top-dose activity change, negative = inhibition, actives largely listed as inhibitors; 340,000 tested, under 10 active; active = well fitted inhibition curve with a large enough effect in the main read-out, with a control signal flat, not every such curve was filed as active; inconclusive = small, poorly fitted or top-dose-only effect, or effect the other way, or a change in a side signal; inactive = no such curve, though single readings can be large or run the other way; also: potency is read from the fitted curve at half-maximal effect; % of control where 0% means no effect
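Compounds were pin-transferred onto Tsg101 binding domain (10 uM final) in HEPES pH 7.5 buffer, then FITC-PTAP peptide was added at 50 nM final. After 20 min at RT, polarization reported peptide displacement across a qHTS concentration series.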
ASM inhibitor: human S-ASM enzyme inhibition | P17405 | placental ASM, HMU-PC fluorogenic substrate, 60 min | Potency, µM (series often up to 57.5 µM), without a hit: top-dose activity change, negative = inhibition, usual class: inhibitors | 340,000 compounds, 0.006% hits | AID 504937; also: potency is read from the fitted curve at half-maximal effect
Target sequence (P17405 47-631 limits assumed): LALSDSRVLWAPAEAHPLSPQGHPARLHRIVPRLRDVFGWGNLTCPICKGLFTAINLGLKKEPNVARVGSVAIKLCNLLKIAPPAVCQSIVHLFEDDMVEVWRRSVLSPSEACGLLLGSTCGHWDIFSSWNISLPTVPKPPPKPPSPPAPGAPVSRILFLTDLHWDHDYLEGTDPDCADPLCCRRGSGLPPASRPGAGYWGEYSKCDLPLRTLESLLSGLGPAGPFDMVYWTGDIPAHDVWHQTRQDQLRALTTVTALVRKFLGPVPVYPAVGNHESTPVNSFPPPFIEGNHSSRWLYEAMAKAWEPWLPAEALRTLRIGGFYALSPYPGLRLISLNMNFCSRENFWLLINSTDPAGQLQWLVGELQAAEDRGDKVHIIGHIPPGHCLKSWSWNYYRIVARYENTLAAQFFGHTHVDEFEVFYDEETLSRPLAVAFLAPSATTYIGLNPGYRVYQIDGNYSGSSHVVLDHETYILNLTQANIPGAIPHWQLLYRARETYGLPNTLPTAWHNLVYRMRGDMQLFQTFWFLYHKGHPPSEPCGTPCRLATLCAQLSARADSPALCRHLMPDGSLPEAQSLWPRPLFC
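Human placenta-derived ASM enzyme was preincubated with compound for 10 minutes at room temperature, then given fluorogenic substrate HMU-PC0 (9 uM final) for 60 minutes at 37 °C; a pH 10 stop preceded fluorescence reading at Ex 386/Em 447 nm.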
Active calls of the source: *; ? = inconclusive; . = not tested or not shown; [ ] = another dose, or the depositor's remark. Unless noted, calls follow the shape of the dose curve; as a rule, active = well fitted curve in the direction sought with a large enough effect; inconclusive = small, poorly fitted or top-dose-only effect, or another doubt; inactive = no such curve, though single readings can be large; an effect the other way counts as inactive or inconclusive.

SMILES	B2AR arrestin	uPA surface inh	TRPV1 agonist	ELG1 genotox	Integrin act MD	Eya2 inh	USP2a inh	p53 reactivator	BRCA1 expr up	TSG101-PTAP inh	ASM inhibitor
CC(=O)N1c2ccc(S(=O)(=O)N3CCC(C(=O)N4CCN(c5cccc(C(F)(F)F)c5)CC4)CC3)cc2CC1C (stereo not given)	-0.3%	?	-1	-12%	0%	-8%	2%	-5%	-55%	-5%	0%
O=C(CCCN1C(=O)C2CC=CCC2C1=O)Nc1cccc(F)c1 (stereo not given)	-1.0%	3%	1	4%	-31%	1%	0%	-4%	14%	.	-2%
CC(C)Oc1ccc(CNC(=S)N/N=C/c2ccc([N+](=O)[O-])cc2)cc1	0.1%	-3%	-1	9%	-13%	0%	-2%	-1%	-5%	0%	-5%
CCOC(=O)C1=C(C)Nc2nc(C)nn2C1c1ccc(C)cc1 (stereo not given)	-0.8%	-7%	-6	-1%	10%	-1%	0%	-2%	12%	-2%	-2%
CCN(CC)C(=O)CN(c1cccc([N+](=O)[O-])c1)S(=O)(=O)c1ccccc1	0.2%	-11%	2	2%	-1%	-4%	7%	13%	-1%	0%	-1%
CC(=O)c1ccc(S(=O)(=O)N2CCN(CC(=O)Nc3ccccc3C(=O)NC3CC3)CC2)cc1	0.1%	5%	3	-4%	20%	-2%	1%	-5%	5%	-5%	6%
Cc1ccc(NC(=O)CN(C)C(=O)CCOc2ccccc2C)cc1	0.8%	-1%	2	-1%	1%	-1%	-1%	-25%	-26%	-5%	-1%
Nc1ccc2oc(-c3ccc4nc[nH]c4c3)nc2c1	0.4%	-4%	1	?	10%	2%	0%	9%	-12%	-6%	138%[activator]
COc1ccccc1NS(=O)(=O)c1cccc(NC(=O)Nc2ccc(Cl)cc2)c1	-0.2%	-4%	5	0%	-59%[inhibitor]	-1%	1%	-6%	-51%	-2%	-17%
CCc1ccccc1-n1c(SCC(=O)N2CCCC2)nc2[nH]ncc2c1=O	-0.5%	-1%	1	3%	4%	10%	-1%	-3%	11%	3%	2%
Cc1c(C(=O)O)oc2c1/C(=N\O)CCC2	-0.9%	4%	0	0%	-6%	-2%	-2%	6%	11%	0%	4%
CCOc1ccc(C2CC(=O)NC(SCC(=O)OC)=C2C#N)cc1 (stereo not given)	-0.6%	-4%	0	-1%	0%	7%	-3%	4%	-2%	-7%	-1%
Cc1cc(NC(=O)C2CCC2)n(-c2ccccn2)n1	0.4%	-9%	2	4%	-15%	-9%	-2%	-1%	38%	-1%	-1%
Cc1cccc(N(C)S(=O)(=O)c2ccc(-c3cc(C)no3)s2)c1	-0.3%	?	?	11%	5%	-5%	1%	21%	-54%	5%	-5%
COc1cccc(NC(=S)N2C3CCCC2CC(NC(=O)C2CC2)C3)c1 (stereo not given)	-0.4%	0%	4	0%	4%	-7%	1%	-3%	-10%	1%	3%

Complete entries from above.
CCOc1ccc(C2CC(=O)NC(SCC(=O)OC)=C2C#N)cc1 (stereo not given) as listed: B2AR arrestin: -0.6%; uPA surface inh: -4%; TRPV1 agonist: 0; ELG1 genotox: -1%; Integrin act MD: 0%; Eya2 inh: 7%; USP2a inh: -3%; p53 reactivator: 4%; BRCA1 expr up: -2%; TSG101-PTAP inh: -7%; ASM inhibitor: -1%
Cc1cccc(N(C)S(=O)(=O)c2ccc(-c3cc(C)no3)s2)c1 as listed: B2AR arrestin: -0.3%; uPA surface inh: ?; TRPV1 agonist: ?; ELG1 genotox: 11%; Integrin act MD: 5%; Eya2 inh: -5%; USP2a inh: 1%; p53 reactivator: 21%; BRCA1 expr up: -54%; TSG101-PTAP inh: 5%; ASM inhibitor: -5%

(listing goes on)
SMILES	B2AR arrestin	uPA surface inh	TRPV1 agonist	ELG1 genotox	Integrin act MD	Eya2 inh	USP2a inh	p53 reactivator	BRCA1 expr up	TSG101-PTAP inh	ASM inhibitor
Cc1ccc(S(=O)(=O)N2CCC(C(=O)NCCCN3CCCCCC3)CC2)cc1	-0.1%	.	6	2%	-24%	-25%	3%	-6%	6%	-11%	-2%
COC(=O)c1cc(-c2ccccc2)n[nH]1	0.3%	-3%	0	1%	5%	-1%	1%	9%	-16%	-2%	0%
COc1ccc2cc(C(=O)C3CCCN(C(=O)c4cnccn4)C3)ccc2c1 (stereo not given)	-0.5%	2%	5	1%	-31%[inhibitor]	-19%	1%	7%	-4%	-6%	2%
CSC1=NCCN1S(=O)(=O)c1ccc(Cl)cc1	0.1%	-14%	0	8%	4%	6%	10%	1%	29%	-3%	3%
CCOC(=O)N1CCN(C(=O)c2ccc(N(C)S(C)(=O)=O)cc2)CC1	-0.2%	2%	2	-4%	3%	-20%	0%	-5%	-7%	-2%	4%
Cc1ccccc1N1C(=O)CC(Sc2nnc(-c3ccccc3)o2)C1=O (stereo not given)	-0.4%	-11%	1	1%	-63%[inhibitor]	11%	3%	-57%[inhibitor]	-29%	0%	-1%
CC1(C)C2CCC1(CS(=O)(=O)NCc1ccc(S(N)(=O)=O)cc1)C(=O)C2 (stereo not given)	-0.2%	5%	1	6%	-32%[inhibitor]	3%	2%	0%	-11%	0%	0%
Cc1occc1-c1nnc(SCC(=O)N2CCCCC2C)o1 (stereo not given)	-0.1%	11%	?	3%	-11%	-9%	2%	1%	15%	-2%	1%
Cc1cc(OCC(=O)N[C@@H](CSCc2ccccc2)C(=O)O)c2c(C)c(C)c(=O)oc2c1	-0.7%	-4%	-3	0%	0%	3%	0%	.	7%	0%	12%
COc1ccc(CCC(=O)NCCc2cn3c(C)csc3n2)cc1	0.3%	15%	-1	1%	10%	0%	3%	1%	-5%	-9%	1%
COC(=O)c1ccccc1NC(=O)CCCn1nc([N+](=O)[O-])c(Br)c1C	0.1%	3%	1	27%	0%	3%	2%	10%	0%	0%	-3%
CN1C(=O)C(C)(C)c2cc(S(=O)(=O)NCC3CCC(C(=O)NCc4ccc(F)cc4)CC3)ccc21 (stereo not given)	0.5%	-4%	2	-4%	0%	3%	-2%	-9%	-27%	-3%	0%
O=C(CSc1nnc2n1CCCN2C(=S)Nc1ccc(Cl)cc1)c1ccccc1	0.3%	-8%	3	1%	-19%	-1%	-1%	?	1%	-3%	-5%
CSCCC(NC(=O)c1cccc(C)c1)C(=O)OCC(=O)NC(=O)c1cccn1C (stereo not given)	0.0%	0%	-1	3%	10%	6%	4%	-4%	-6%	-3%	4%
CCn1c(COc2ccc3c(c2)OCO3)nnc1SCC(=O)c1ccccc1	-0.4%	-3%	8	2%	-15%	4%	2%	2%	-7%	1%	-4%

The last 3 records of the part above lead into the next:
SMILES	B2AR arrestin	uPA surface inh	TRPV1 agonist	ELG1 genotox	Integrin act MD	Eya2 inh	USP2a inh	p53 reactivator	BRCA1 expr up	TSG101-PTAP inh	ASM inhibitor
O=C(CSc1nnc2n1CCCN2C(=S)Nc1ccc(Cl)cc1)c1ccccc1	0.3%	-8%	3	1%	-19%	-1%	-1%	?	1%	-3%	-5%
CSCCC(NC(=O)c1cccc(C)c1)C(=O)OCC(=O)NC(=O)c1cccn1C (stereo not given)	0.0%	0%	-1	3%	10%	6%	4%	-4%	-6%	-3%	4%
CCn1c(COc2ccc3c(c2)OCO3)nnc1SCC(=O)c1ccccc1	-0.4%	-3%	8	2%	-15%	4%	2%	2%	-7%	1%	-4%
COC(=O)[C@]1(Cc2ccccc2)N[C@H](CN(C)C(=O)c2ccccc2)[C@@H]2C(=O)N(Cc3ccccc3)C(=O)[C@@H]21	-0.1%	5%	.	-1%	9%	-4%	3%	-9%	-6%	0%	1%
COC(=O)c1ccc(NC(=O)C(=O)N2CCN(C(=S)Nc3ccccc3OC)CC2)cc1	-0.6%	-5%	-1	0%	7%	2%	1%	1%	0%	-2%	0%
Cc1ccccc1NC(=S)N1CCC(C(=O)c2ccc(F)cc2)CC1	-0.1%	7%	5	0%	-8%	-2%	-6%	13%	-4%	-9%	3%
Cc1ccc(-n2c(-c3ccccc3)nnc2-c2cccs2)cc1	12%	-5%	1	7%	-16%	3%	-2%	10%	2%	-5%	3%
N/C(=N\c1nc2ccccc2o1)NC(=O)c1cccc(Cl)c1	-0.2%	7%	0	7%	11%	0%	-1%	2%	16%	0%	5%
COC(=O)C1=C(C)NC(=O)NC1c1ccsc1 (stereo not given)	0.2%	12%	-4	2%	-24%	20%	2%	-6%	-18%	2%	-2%
COc1ccc(C2(CNC(=O)/C=C\c3ccco3)CCCC2)cc1OC	13%	-6%	10	-2%	-19%	12%	1%	6%	0%	-5%	-2%

Compound activity deposited in PubChem BioAssay by National Center for Advancing Translational Sciences (NCATS).
